# Bioassay records from PubChem.
# BH1578 lux ind: inducers of Vibrio cholerae quorum light production without autoinducers; activation, % at 18.7 µM; AID 588436; hit rate 0.16% among 350,000; V. cholerae BH1578 lux reporter, luminescence, 6 h; in the data active = activation mostly above about 9.7%, no sharp cut-off; also: not every result past the cut was called active; inactives centre near 0; reference of the scale not given here
# PrPC surface inh: reduces human prion protein on the cell surface | inhibition, % at 13.8 µM | P04156 | hit rate 0.43% among 370,000 | cell surface PrPC, TR-FRET read-out; in the data active = inhibition above about 24%; also: 0% = median of the test wells and 100% = reference compound wells
# Rv3671c inh: Rv3671c (M. tuberculosis) protease inhibition | P9WHR9 | inhibition, % at 5.96 µM | hit rate 0.048% among 320,000 | AID 2606; in the data active = inhibition above about 38%;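 also: extracellular domain of Rv3671c used as enzyme; 0% = enzyme with DMSO and 100% = no enzyme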
# Target sequence (P9WHR9 whole entry, looked up, the tested form may be a part): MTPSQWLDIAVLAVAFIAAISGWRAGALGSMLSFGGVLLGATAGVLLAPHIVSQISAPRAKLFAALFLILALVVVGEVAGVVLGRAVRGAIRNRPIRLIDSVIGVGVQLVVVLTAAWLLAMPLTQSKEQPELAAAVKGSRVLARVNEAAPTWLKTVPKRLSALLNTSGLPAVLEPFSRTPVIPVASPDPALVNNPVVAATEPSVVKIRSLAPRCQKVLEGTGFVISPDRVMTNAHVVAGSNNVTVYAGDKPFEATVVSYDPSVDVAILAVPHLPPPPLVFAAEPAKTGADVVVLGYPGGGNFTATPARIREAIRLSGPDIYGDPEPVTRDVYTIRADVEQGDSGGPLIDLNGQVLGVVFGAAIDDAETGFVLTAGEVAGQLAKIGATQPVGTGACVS
# PriA SSB inh: blocks PriA binding to SSB C-terminal tail; AlphaScreen SSBct-PriA binding, biotinylated peptide; inhibition, % at 33 µM; hit rate 0.6% among 430,000; AID 1272365; in the data active = inhibition mostly above about 37%, no sharp cut-off; inactive = mostly below about 20%;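 also: plate controls were negative control peptide for no effect and reference peptide for full effect; strong numbers were not always called active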
# Yp Topo-I inh: Y. pestis Topo-I inhibition via cleavage products; Y. pestis Topo-I cleavage product accumulation, plate reader; activity, % at 10 µM; hit rate 0.064% among 360,000; AID 504884; in the data active = activity above about 50%, passing the limit was not always enough; also: inactives centre near 2
# TcdB GH inh: blocks C. difficile toxin B glycohydrolase activity; TcdB glycohydrolase enzymatic assay, plate reader; P18177; AID 652162; hit rate 0.24% among 350,000; inhibition, % at 9.99 µM; in the data active = inhibition above about 10%
# 3CLpro inhibitor: SARS-CoV 3CLpro protease inhibition; P0C6X7; recombinant SARS-CoV 3CLpro, quenched FRET peptide cleavage; inhibition, % at 6 µM; hit rate 0.14% among 290,000; AID 1706; in the data active = inhibition above about 12%
# CCHFV vOTU inh: CCHFV vOTU protease inhibition; Pep-AMC fluorescence; inhibition, % at 11.5 µM; hit rate 0.55% among 370,000; AID 651958; in the data active = inhibition above about 30%; also: 0% = vehicle wells with enzyme and 100% = no enzyme wells
# MazF activator: activators of E. coli MazEF toxin-antitoxin RNase; P0AE70; FAM/BHQ RNA-DNA oligo cleavage fluorescence, 5 h; AID 504720; hit rate 0.32% among 350,000; activation, % at 20 µM; in the data active = activation above about 50%
# Target sequence (P0AE70 whole entry, looked up): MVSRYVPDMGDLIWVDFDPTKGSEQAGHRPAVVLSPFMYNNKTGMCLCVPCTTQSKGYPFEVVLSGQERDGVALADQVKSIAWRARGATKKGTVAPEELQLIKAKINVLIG
# VHR inh abs: DUSP3 (human) phosphatase inhibition. AID 1654. recombinant VHR phosphatase, pNPP absorbance. hit rate 0.52% among 290,000. P51452. inhibition, % at 13.3 µM; in the data active = inhibition above about 50%; also: some compounds called inactive have numbers as strong as hits
# Target sequence (P51452 whole entry, looked up): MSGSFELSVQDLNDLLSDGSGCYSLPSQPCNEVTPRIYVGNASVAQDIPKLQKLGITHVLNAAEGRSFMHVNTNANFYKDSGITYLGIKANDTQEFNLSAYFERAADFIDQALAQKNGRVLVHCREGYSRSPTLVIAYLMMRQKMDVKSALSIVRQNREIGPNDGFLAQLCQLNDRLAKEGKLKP
# * hit, by the source's call; i = inactive; · = no result given; & = joins results of further samples. This is a subset, so the mix of outcomes need not match the whole.
# Each structure is followed by: BH1578 lux ind, PrPC surface inh, Rv3671c inh, PriA SSB inh, Yp Topo-I inh, TcdB GH inh, 3CLpro inhibitor, CCHFV vOTU inh, MazF activator, VHR inh abs
CN1C2C=C3C(C#N)=C(N)C(C#N)(C#N)[C@@H](c4cccs4)C3C1CC2 (stereo partly specified)
    -5.6, -6.7, 4.2, 0.6, 0.2, ·, 0.4, -6.0, -2.6, -19.9
O=C(c1ccc(Cl)cc1Cl)N1CCOCC1
    -0.9, 0.5, ·, -12.8, 3.3, -0.1, ·, -0.8, 0.0, ·
COc1ccc(CN(C)CC(=O)Nc2cc3oc4ccccc4c3cc2OC)c(OC)c1
    -0.4, -2.2, -25.9, -4.0, -2.2, ·, 1.2, 12.6, 0.1, 11.0
Cc1ccc(NC(=O)c2ccc(COc3ccccc3[N+](=O)[O-])o2)nc1
    i, 22.1, -5.8, 9.2, 9.0, -0.2, ·, -3.2, -1.8, ·
CCn1ccnc1CN1CCCC(C(=O)c2ccc3cc(OC)ccc3c2)C1 (stereo unspecified)
    -0.2, -2.9, 3.3, 17.6, 17.5, 2.0, -1.6, -30.7, -2.0, 13.4
O=C(CSc1nnc(C2CCCCC2)o1)N1CCCCC1
    -0.4, 4.7, -0.4, -6.5, -4.3, ·, 5.8, 0.9, -9.0, 25.2
O=C1c2ccccc2C(=O)c2c1cccc2N1CCN(C/C=C/c2ccccc2)CC1
    -0.5, -3.6, 5.9, 68.2*, 2.0, -0.4, ·, 7.4, -5.8, ·
CC(C)Oc1cccc(C(=O)NC(=S)Nc2ccc(Cl)c(C(=O)O)c2)c1
    i, -2.7, 1.4, -3.5, 1.2, ·, 3.5, 2.2, -1.5, 17.4
COc1cc(CNc2nc3ccccc3[nH]2)cc(OC)c1OC
    -0.7, 5.3, -2.0, -4.4, -2.3, ·, 0.1, -7.4, 7.3, 34.7
NC(=O)c1c(NC(=O)c2ccc(S(=O)(=O)N3CCOCC3)cc2)sc2c1CCCCC2
    -0.3, 2.4, 3.8, 8.5, -1.7, 1.4, 0.4, -9.0, -30.1, 8.4
O=C(Cn1cnc2ccccc2c1=O)NCCC(=O)N1CCC2(CC1)OCCO2
    1.6, -1.7, -3.2, -1.6, -6.4, ·, 1.3, -9.8, -0.2, 3.0
COCCOC(=O)C1=C(C)N=C2SCCC(=O)N2C1c1ccc(C(=O)OC)cc1 (stereo unspecified)
    ·, -6.4, -2.5, -6.0, 2.0, ·, 4.6, 8.3, 5.9, -0.2
CCCOc1cccc(-c2nnc(NC(=O)c3ccco3)s2)c1
    i, 6.6, -1.5, 6.9, -1.0, -0.5, -6.3, 13.2, 2.8, 3.7
O=C(C=Cc1ccccc1Cl)c1ccccc1
    -5.6, 4.5, ·, -7.1, -2.8, 1.7, ·, -3.1, -4.9, ·
O=C(Nc1ccc2c(c1)nc1n2CCN(Cc2ccccc2)C1)NC1CCCCC1
    i, -1.5, -1.6, 8.8, 6.5, ·, -3.9, -39.4, -6.8, -6.0
Cc1ccc(C(=O)N2CCN(Cc3ccc4c(c3)OCO4)CC2)c(Cl)c1
    -0.7, 7.8, -0.8, -2.7, 21.5, 0.4, -2.1, 13.9, 5.2, 8.8
C/C=C1\COC(C(=O)NCc2cccc(OC)c2OC)(C(F)(F)F)C=C1C=C1CCCCC1 (stereo unspecified)
    i, 11.4, 0.1, -12.4, 8.5, 0.9, ·, 8.2, -0.6, ·
O=C(Cc1cccc2ccccc12)NCC(=O)N1CCN(Cc2cccc(C(F)(F)F)c2)CC1
    i, 2.5, -3.1, 10.4, -4.3, -4.1, ·, 21.1, 2.1, ·
Cn1c(CN2CCOCC2)nc2cc(NC(=O)COc3ccc([N+](=O)[O-])cc3)ccc21
    -0.2, -14.2, 7.1, -3.8, -10.4, -0.2, -5.0, -2.7, 1.6, 17.5
COc1ccc(Nc2cc(C)nc(N)n2)cc1
    -0.7, -3.0, 0.8, -23.1, 5.5, 0.7, -1.7, 6.8, 9.4, 15.0
CCOc1ccc(S(=O)(=O)Nc2cccc(N(C)S(C)(=O)=O)c2)cc1
    i, 7.2, 4.2, -16.4, -6.1, ·, 0.8, 7.2, 8.6, 21.3
Cc1ccc(C(c2cc(Br)ccc2O)N2CCSCC2)cc1 (stereo unspecified)
    i, 7.4, -4.3, -4.8, 13.9, -7.6, ·, 15.8, -3.2, ·
CCOC(=O)C1CCN(S(=O)(=O)NC[C@H]2O[C@@H](n3cnc4c(N)ncnc43)[C@H](O)[C@@H]2O)C1 (stereo partly specified)
    i, -5.5, ·, -4.6, 2.2, 1.8, ·, -1.0, 2.0, ·
CN(c1ccccc1)S(=O)(=O)c1cccc(NC(=O)CCNC(=O)c2ccc([N+](=O)[O-])cc2)c1
    i, -26.3, -3.0, -3.4, 18.1, 0.8, ·, 12.7, -2.1, ·
Cc1ccc(S(=O)(=O)N2CCN(c3ccc([N+](=O)[O-])cn3)CC2)cc1
    -0.7, 1.4, 8.1, 2.5, -1.5, 0.7, 0.4, -11.5, 0.5, 1.7
O=C(Cc1ccc([N+](=O)[O-])cc1)N/N=C/c1ccco1
    -0.4, -9.1, 4.3, ·, 2.3, 0.4, 0.3, 4.2, -1.2, -6.2
Cc1ccc2c(c1)c(N=NC(N)=O)c(O)n2C
    i, -1.8, 4.1, 0.5, 3.8, -1.1, 2.0, 0.2, 7.6, 9.1
O=C(NCc1ccco1)c1sc2cccc(F)c2c1Cl
    i, ·, -12.6, -9.2, 8.1, 0.8, -0.6, ·, 0.1, -0.2
CC1(C)NC(=O)N(CC(O)Cn2nnc3ccccc32)C1=O (stereo unspecified)
    3.6, -1.9, 4.1, -17.1, -1.1, ·, -1.6, 7.3, -2.7, -2.4
Cc1cccn2cc(-c3ccc(S(=O)(=O)N4CCOCC4)cc3)nc12
    i, 4.5, 3.2, -7.2, 10.8, ·, -4.4, -103.7, -0.8, -14.1
CC(C)c1onc(C(=O)NC2CCCC2)c1[N+](=O)[O-]
    5.6, -5.2, 7.7, -3.5, 0.6, ·, 1.3, -6.0, -4.2, 33.0
COc1ccc(CC(=O)Oc2ccccc2[N+](=O)[O-])cc1
    i, -1.6, 6.2, -13.8, 0.1, 0.7, -1.4, -10.2, 2.3, 4.9
CCN(CC(=O)Nc1c(F)cccc1F)C(=O)c1cnc(C)cn1
    i, -2.3, -10.0, 6.6, 2.1, -0.2, ·, 32.8*, -2.0, ·
O=[N+]([O-])c1cccc(S(=O)(=O)NCc2ccncc2)c1
    -2.8, -6.7, 4.2, -4.2, -0.2, 2.3, -0.2, 7.3, 2.6, 35.8
CC(C)CCn1c(Oc2ccccc2Cl)nc2c1c(=O)n(C)c(=O)n2C
    ·, 2.5, 4.4, -4.2, 14.9, ·, 3.6, -8.8, 0.2, 9.5
O=C(O)CCC(=O)N1CCc2cc(S(=O)(=O)Nc3ccc4c(c3)OCCO4)ccc21
    -0.9, 0.9, -9.3, 0.6, 5.9, -0.1, -6.1, -3.2, 4.1, 12.8
Nn1c(SCC(=O)NC(=O)NCc2ccccc2)nnc1C1CC1
    -0.5, 0.8, -8.2, -16.2, 0.7, 1.1, 1.8, 1.2, 4.6, 3.1
CN(c1ccc(C(=O)NCCSC(C)(C)C)cc1)S(=O)(=O)c1ccccc1
    i, 15.6, 3.0, -13.0, 3.4, -0.6, 3.9, 1.9, 15.1, 16.4
Cc1cccc(NC(=O)C2CCCN(S(=O)(=O)c3c(C)nn(C)c3C)C2)n1 (stereo unspecified)
    -0.3, 4.4, -3.0, 3.5, -2.0, 2.5, 0.1, -2.8, 5.6, 6.6
CC1=Nc2nc(N3CCCCCC3)c(C#N)c3c4c(nc(c23)N1)N(c1ccc2ccccc2c1)C(=O)C4
    -2.3, ·, 8.4, -1.4, -1.2, ·, ·, ·, -2.0, ·
O=C(Nc1ccc2c(c1)N(S(=O)(=O)c1cccs1)CCC2)c1c(F)cccc1Cl
    2.9, 12.7, -19.2, 7.8&-5.0, -12.9, 0.1, ·, -5.6, -4.0, ·
N#Cc1c(Cl)cccc1N1CCC(C(N)=O)CC1
    0.8, 4.1, -5.3, -4.8, 1.4, 2.8, 5.6, -1.2, 0.9, -10.3
O=C(N[C@H]1/C=C\[C@@H](O)CCCC1)OCc1ccccc1
    -12.7, -10.9, ·, ·, -9.3, 1.0, ·, -4.7, -2.8, ·
C[C@@H]1CC=C[C@H]2[C@H]1C(=O)N(Cc1ccccc1)[C@H]2c1ccc(Br)cc1F
    -2.2, -4.6, -0.1, 1.0, 23.8, 2.4, ·, 3.0, -3.4, 14.9
Cc1ccc(C(=O)Nc2cccc(N(C)S(C)(=O)=O)c2)cc1S(=O)(=O)Nc1ccccc1
    -7.1, 6.2, -47.3, 3.2, -1.0, 1.4, -7.7, -11.2, -5.0, 14.0
CCNC(=O)C1CCCN(C(=O)c2cccc(Cl)c2)CC1 (stereo unspecified)
    i, 8.9, ·, ·, -1.0, 0.2, ·, 9.8, ·, ·
Cc1ccc(C)c(S(=O)(=O)N2CCCC2CNC(=O)C(=O)NCCc2ccco2)c1 (stereo unspecified)
    -5.3, 5.2, 10.7, 3.2, 14.0, -0.8, ·, -6.7, -5.0, ·
Cc1ccccc1OCCCC(=O)Nc1nccs1
    -0.9, 17.9, 4.4, -2.3, 2.1, ·, -4.6, -13.9, -0.3, 6.5
c1ccc(-c2csc3ncnc(N4CCOCC4)c23)cc1
    i, 1.1, 3.2, -0.9, 9.2, 2.0, 2.7, -0.8, 5.9, 8.5
N#Cc1c(NC(=O)C2CC(Cl)=CCC2C(=O)O)sc2c1CCCC2 (stereo unspecified)
    0.4, 3.5, -4.5, -41.1, -9.2, -1.2, 6.8, 25.0, -13.9, 5.1

# Going on with the list.
# Each structure is followed by: BH1578 lux ind, PrPC surface inh, Rv3671c inh, PriA SSB inh, Yp Topo-I inh, TcdB GH inh, 3CLpro inhibitor, CCHFV vOTU inh, MazF activator, VHR inh abs
CCCCCCNC(=O)C(C#N)c1nc2ccccc2nc1N1CCOCC1 (stereo unspecified)
    ·, -3.9, 1.3, -18.0, -0.9, ·, -4.8, -13.2, 577.4*, 27.9
Cc1ccc(-c2n[nH]c(=S)n2/N=C\c2ccco2)cc1
    -0.3, -3.3, -12.7, ·, -3.8, ·, 5.0, 1.2, 0.5, -5.4
CCC(C)Nc1nc2c(c(=O)[nH]c(=O)n2C)n1CCC(C)C (stereo unspecified)
    -0.2, 5.7, 1.8, 4.3, 6.1, ·, -2.5, 18.3, 4.9, -8.8
CN1CCCN(C(c2ccccc2)c2ccc(Cl)cc2)CC1 (stereo unspecified)
    i, -10.5, 0.6, 0.3, -6.9, 1.2, -4.2, -2.2, 14.9, 16.3
CC(=O)Nc1cccc(-c2csc(C(O)c3cccc(Cl)c3)n2)c1 (stereo unspecified)
    i, -1.8, ·, ·, 0.1, -0.3, ·, -3.6, ·, ·
O=C(COC(=O)c1c[nH]c2ccccc12)Nc1ccc(F)cc1
    0.0, -2.8, 7.7, -12.7, -3.4, 2.0, ·, -2.1, -7.9, ·
COc1ccccc1C(=O)NCCCNC(=O)c1cccnc1
    i, 2.7, 9.2, -4.8, -8.3, 1.8, 2.8, 3.8, -11.1, 33.1
COCCNc1nc2ccccc2n1CC(=O)c1ccc(OC)c(OC)c1
    i, -6.4, 1.8, -3.7, 0.3, 2.2, -1.2, 14.2, 4.4, 1.3
COc1ccc(CCNC(=O)CSc2nc(N)c(C#N)c(-c3cccs3)c2C#N)cc1OC
    -1.4, -2.7, 7.9, -16.5, 0.0, ·, -1.1, 31.7*, -6.5, 2.8
Cc1cccc(C(=O)Nc2cccc(C(=O)N/N=C/c3cccc(C)n3)c2)c1
    i, 12.1, -2.3, ·, 5.3, -1.1, -2.5, 5.7, 12.2, 5.2
